Kir21 inh: Kir2.1 (mouse) channel inhibition | P35561 | HEK293-Kir2.1, FluxOR thallium flux fluorescence; stronger effect = lower value | B-score at 10 µM | 310,000 tested, 0.85% active;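 active = fluorescence ratio B-score at or below minus 3 SD of library scores, with starting-brightness B-score within 2 SD, cut at about -4.2 in these data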;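 also: channel flux triggered by added potassium and thallium sulfate stimulus; B-score of peak minus minimum fluorescence over baseline after thallium stimulus; more negative B-score means stronger Kir2.1 block with less thallium influx; some compounds called inactive have numbers as strong as hits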
Target sequence (P35561 whole entry, looked up): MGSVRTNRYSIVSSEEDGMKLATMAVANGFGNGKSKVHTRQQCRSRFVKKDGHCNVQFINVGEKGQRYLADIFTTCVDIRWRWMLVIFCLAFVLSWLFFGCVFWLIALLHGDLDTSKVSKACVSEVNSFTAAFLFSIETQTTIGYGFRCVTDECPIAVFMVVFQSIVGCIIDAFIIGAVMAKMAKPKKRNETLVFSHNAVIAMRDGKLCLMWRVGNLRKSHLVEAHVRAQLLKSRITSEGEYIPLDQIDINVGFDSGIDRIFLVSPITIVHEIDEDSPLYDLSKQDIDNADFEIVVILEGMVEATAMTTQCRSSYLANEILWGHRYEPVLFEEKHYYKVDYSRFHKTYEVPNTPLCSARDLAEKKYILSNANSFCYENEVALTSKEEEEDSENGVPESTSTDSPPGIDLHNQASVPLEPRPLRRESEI
STK33 inh: inhibitors of human STK33 kinase; Q9BYT3; purified STK33, MBP phosphorylation, ADP-Glo luminescence; inhibition, % at 10 µM; 320,000 tested, 0.073% active; AID 2661;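 active = inhibition at or above 25%, using the most active replicate where run in duplicate; inactive = inhibition below 25%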
Target sequence (Q9BYT3 whole entry, looked up): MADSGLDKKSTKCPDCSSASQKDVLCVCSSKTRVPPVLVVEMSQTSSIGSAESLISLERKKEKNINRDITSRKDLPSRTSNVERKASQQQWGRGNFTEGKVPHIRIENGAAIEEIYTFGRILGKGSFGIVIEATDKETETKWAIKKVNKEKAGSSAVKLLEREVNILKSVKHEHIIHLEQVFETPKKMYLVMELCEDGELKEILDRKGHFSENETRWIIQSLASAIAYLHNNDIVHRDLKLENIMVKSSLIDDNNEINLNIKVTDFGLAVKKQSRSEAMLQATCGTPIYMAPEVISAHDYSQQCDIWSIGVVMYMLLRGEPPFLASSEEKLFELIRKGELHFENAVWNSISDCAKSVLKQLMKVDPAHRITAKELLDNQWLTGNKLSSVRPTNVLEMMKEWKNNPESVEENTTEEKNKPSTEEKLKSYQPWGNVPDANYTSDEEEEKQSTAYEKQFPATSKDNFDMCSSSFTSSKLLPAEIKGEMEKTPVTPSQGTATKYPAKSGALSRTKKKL
* marks the source's active call; other numbers are inactive results; . = not tested or not shown.

Compound | STK33 inh | Kir21 inh
Cc1ccc(OCC(O)CN2CCc3ccccc3C2)c(C)c1 (stereo not given) | -1.1 | -7.9*
COc1ccc2c(c1)O/C(=C\c1ccccc1C)C2=O | 0.3 | 0.46
C=C1CCN([C@@H](C)C(=O)NCc2ccc(Cl)cc2)S(=O)(=O)c2ccccc21 | -0.8 | -0.93
Cc1nn(Cc2ccc(C(=O)N/N=C/c3ccncc3)o2)c(C)c1Cl | -0.2 | 0.69
CCc1cccc(NC(=O)C2CCCN(S(=O)(=O)c3ccc4[nH]c(=O)ccc4c3)C2)c1 (stereo not given) | -0.1 | 0.2
O=C(CCNC(=O)C1CCN(S(=O)(=O)c2ccccc2)CC1)NCc1ccccn1 | -2.9 | -1.4
O=C(Nc1nnc(Cc2ccc(Cl)cc2)s1)c1ccncc1 | 6.5 | 2.8
COc1ccc(-c2nnc(SCC(=O)Nc3ccc4c(c3)OCCO4)n2N)cc1OC | 0.9 | -0.64
COc1ccc(CCNC(=O)CN2CCN(Cc3ccc(F)cc3)C2=O)cc1OC | 5.7 | -0.35
COC(=O)c1cc2ccc(OC)cc2c2cc(OC)c(OC)cc12 | 0.2 | .
CCOC(=O)[C@@H]1[C@H]2COc3cc(OC)ccc3[C@@H]2N2C(=O)N(c3cccc(C)c3)C(=O)[C@@]12C | -0.8 | -0.98
Cc1c(S(=O)(=O)N2CCN(c3ccccc3)CC2)c(=O)n(C)c(=O)n1C | -0.4 | -0.38
Nc1nncn1C(=O)c1ccc(Cl)cc1Cl | -0.7 | -0.68
Cc1ccc(S(=O)(=O)n2c3ccc(F)cc3c3nc(C)sc32)cc1 | -1.0 | 2.1
COc1ccc(C(CC(=O)Nc2ccccc2OC)n2cccc2)cc1 (stereo not given) | 0.8 | -0.46
COc1cccc2sc(N(CCCN(C)C)C(=O)C(c3ccccc3)c3ccccc3)nc12 | -0.9 | -3.7
CC1=C(C(N)=O)C(c2ccc(Br)cc2)n2ncnc2N1 (stereo not given) | -0.8 | 1.1
C=CCn1c(SCC(=O)OC)nc2sc3c(c2c1=O)CCN(C)C3 | -2.7 | 0.01
O=C(NCC1CCCN1S(=O)(=O)c1cccs1)c1c(F)cccc1F (stereo not given) | -2.3 | -1.7
O=C(COc1ccc(F)cc1)N1c2ccccc2CCc2ccccc21 | -0.5 | -3.6
O=C(Nc1cccc(S(=O)(=O)N2CCCCC2)c1)C1CC(=O)N(Cc2ccccc2)C1 (stereo not given) | -0.3 | .
O=C1C(NS(=O)(=O)c2cccs2)=C(N2CCN(c3cccc(C(F)(F)F)c3)CC2)C(=O)c2ccccc21 | 1.5 | 1.4
Nc1nc(N)nc(-c2ccccc2)n1 | 0.4 | 0.57
O=C(COC(=O)C1CC(=O)N(Cc2ccccc2)C1)Nc1ccc(Cl)cc1F (stereo not given) | 1.9 | -0.73
O=[N+]([O-])c1cc(Cl)ccc1Sc1ccccn1 | -1.4 | 0.46

3 successive entries already listed, quoted:
Compound | STK33 inh | Kir21 inh
Nc1nc(N)nc(-c2ccccc2)n1 | 0.4 | 0.57
O=C(COC(=O)C1CC(=O)N(Cc2ccccc2)C1)Nc1ccc(Cl)cc1F (stereo not given) | 1.9 | -0.73
O=[N+]([O-])c1cc(Cl)ccc1Sc1ccccn1 | -1.4 | 0.46

Next part
Compound | STK33 inh | Kir21 inh
CC[C@@H](C)CN1C(=O)N[C@@H](CCc2ccccc2)C(C(C)=O)=C1C | -0.8 | -0.72
O=C(Nc1ccc(N2CCOCC2)nc1)c1ccc(C(F)(F)F)cc1 | -0.8 | -0.96
C[C@@H]1COC(=O)[C@@H](NC(=O)OCC2c3ccccc3-c3ccccc32)C/C=C\C[C@@H](CC(=O)N(CCO)Cc2ccccc2)C(=O)N1 | -0.7 | .
CN1CCN(/N=C/c2ccc(Cl)c(Cl)c2)CC1 | -2.7 | -2.1
CCOc1cc(/C=C2\CN(C)C/C(=C\c3ccc(O)c(OCC)c3)C2=O)ccc1O | 12 | -0.19
Cc1ccc(C)c(NC(=O)c2cc3ccccc3o2)c1 | 0.4 | 0.45
CCOC(=O)C1CCCN(C(=S)Nc2ccc(OC)cc2)C1 (stereo not given) | -1.4 | 1.5
CC(Sc1nnc(CNC(=O)c2ccccc2F)n1C)C(=O)Nc1nccs1 (stereo not given) | -1.4 | 1.2
COc1ccc(CNS(=O)(=O)c2c(C)[nH]c(C)c2C(=O)N2CCCCC2)cc1 | -0.9 | -0.4
CCn1c(N)c(C(=O)NCC2CCCO2)sc1=S (stereo not given) | -2.4 | 0.18
CC1(C)CC2CC(C)(CN2S(=O)(=O)c2cccc(C(N)=O)c2)C1 (stereo not given) | -0.1 | .
Cc1ccccc1-c1nc(CN2CCC(C(=O)NCc3cccnc3)CC2)c(C)o1 | -0.6 | 0.56
O=C(NCc1ccccc1Cl)C1CCC(CNc2c(N3CCOCC3)c(=O)c2=O)CC1 (stereo not given) | -1.2 | -1.2
COc1cc(C2/C(=C(/O)c3ccccc3)C(=O)C(=O)N2c2ccccn2)ccc1O (stereo not given) | -0.9 | 0.1
Nc1ccccc1NC(=O)NC(=O)c1ccccc1 | -1.1 | -0.07
O=C(N1CCCC1)N1CCN(S(=O)(=O)c2ccccc2)CC1 | -0.5 | -1.4
COc1cccc(S(=O)(=O)NCC(=O)N2CCCCCC2)c1 | -0.6 | -0.52
C/C(Nc1ccc(F)cc1)=C(/C#N)C(N)=O | -0.5 | 0.17
Cc1cc(C(=O)CCl)c(C)n1Cc1ccco1 | -1.4 | 1.2
CC1CCCCN1C(=O)COC(=O)c1cc([N+](=O)[O-])ccc1N1CCOCC1 (stereo not given) | -0.2 | -0.42
Brc1cccc(OCCN2CCc3ccccc3C2)c1 | 0.8 | 0.76
CCOC(=O)Nc1ccc(C)cc1Br | -1.0 | 0.63
CCNc1nc(NC(C)C)nc(OCCOC(=O)Nc2ccccc2)n1 | -1.0 | -0.64
COc1cccc2c1OC1(C)CC2NC(=O)N1c1cccc(C(=O)N2CCN(c3ccccc3)CC2)c1 (stereo not given) | -1.6 | -0.98
N#CNC(=Nc1cccc(F)c1)SCc1ccccc1F | -1.5 | 0.8

Record cards, from the list above. Order of values: STK33 inh, Kir21 inh
Results for `O=C(N1CCCC1)N1CCN(S(=O)(=O)c2ccccc2)CC1` → -0.5, -1.4
Results for `COc1ccc(CNS(=O)(=O)c2c(C)[nH]c(C)c2C(=O)N2CCCCC2)cc1` → -0.9, -0.4

The list goes on.
Compound | STK33 inh | Kir21 inh
Cc1ccc2c(C(=O)CN3CCN(C(=O)c4ccco4)CC3)c(C)[nH]c2c1 | -0.8 | 0.07
COC(=O)/C=C/S(=O)(=O)c1ccc(NC(C)=O)cc1 | 0.6 | -2.1
CC1(C)NC(=O)N(CC(=O)OCC(=O)Nc2cccc(S(N)(=O)=O)c2)C1=O | -1.2 | 0.7
CCn1cc(C2=NC(CCSC)CO2)c2ccccc21 (stereo not given) | -0.5 | -0.35
Cc1c(N=Cc2ccccn2)c(=O)n(-c2ccccc2)n1C | -0.1 | 0.48
C(=C\c1ccccc1)/C=N/n1cnnc1 | 0.2 | 0.59
C=CCn1c(C(c2ccccc2)c2ccccc2)n[nH]c1=S | -1.7 | -0.25
CC(C)[C@H](CO)Nc1nc(Nc2ccc(Cl)c(C(=O)O)c2)c2ncn(C(C)C)c2n1 | 14 | -0.74
CCOc1ccccc1NC(=O)CSc1nnc2ccc(-c3ccncc3)nn12 | -1.0 | -0.13
N#C/C(=C(/O)c1ccc(F)cc1)c1nc2ccccc2s1 | -1.8 | -0.91
Cc1[nH]c(=O)c(C#N)c(C)c1CCC(=O)N(C)CC(=O)Nc1ccc(Cl)c(Cl)c1 | -0.1 | 1.7
COCCOC(=O)c1c(C)oc2ccc(OC(=O)c3c(OC)cccc3OC)cc12 | -0.6 | -0.98
CNc1nc(Nc2ccc(C(C)=O)cc2)nc(OC(C(F)(F)F)C(F)(F)F)n1 | -0.2 | 0.64
CCOC(=O)N1CCN(S(=O)(=O)c2ccc(C)c(C)c2)CC1 | -2.7 | 0.45
CC12CCC(C(=O)N3CCCCC3)([C@H](Br)C1=O)C2(C)C (stereo not given in full) | -2.3 | 1.6
c1cc(-c2noc(CCC3CCCC3)n2)ccn1 | -2.1 | 0.16
O=C(NCc1ccco1)C1CC2CCC1C2 (stereo not given) | -1.5 | -0.01
COc1ccc(C(=O)C(C)OC(=O)c2cccc(S(=O)(=O)Nc3cc(Cl)c(OC)cc3OC)c2)cc1 (stereo not given) | -2.3 | -2.1
O=C(COC(=O)CSc1ccc2ccccc2c1)NCc1ccc2c(c1)OCO2 | -2.4 | 0
CCOc1ccc(Nc2c3ccccc3nc3ccccc23)cc1 | 2.1 | -0.95
COc1ccc(S(=O)(=O)N2CCC(C(=O)N[C@@H](C)C(=O)NC3CC3)CC2)cc1 | -1.1 | 0.5
CC1CN(C(=O)CSc2nnc3c(Cl)cc(Cl)cn23)CC(C)O1 (stereo not given) | -1.5 | 0.61
Cc1ccc(SCC(=O)N=C2NC(=O)CS2)cc1 | . | -0.2
COc1ccc(C(=O)NC(=S)NC(C)C)cc1Br | -0.8 | -0.78
CC1=N/C(=C\c2ccc(OC(C)C)cc2)C(=O)N1c1ccc(C(=O)O)cc1 | -5.6 | 0.24
CC/C(C)=N\N=C\c1c(O)n(CC)c2cc(C3=NNC(=O)CC3)ccc12 | 15 | -0.24
CC(CN1CCCCC1)OC(=O)c1ccc2c(c1)OCCO2 (stereo not given) | -1.2 | -1.7
O=C(Cn1cc(C(=O)C2CC2)c2ccccc21)NCc1ccccc1 | -0.3 | 0.66
Cn1cnnc1SC(C(=O)Nc1cc(Cl)cc(Cl)c1)c1ccccc1 (stereo not given) | 1.3 | -0.23
COc1ccc2c(CC(=O)N3CCc4cc(OC)c(OC)cc4C3)coc2c1 | -0.5 | -0.11
Cc1ccc2nc(-c3ccccc3Cl)cc(C(=O)Nc3cc(C)on3)c2c1 | -1.6 | 1.1
Cc1ccc(SCC(=O)OCC(=O)NCC2CCCCC2)cc1C | -1.1 | 0.63
O=C(NCCCN1CCCC1=O)c1cc2nc(-c3ccco3)cc(C(F)(F)F)n2n1 | -0.1 | -0.86
CN(C)CCNC(=S)Nc1ccc(Cl)cc1 | 0.6 | -0.36
C=CCOc1ccc(C(=O)n2cc(C(=O)OC)c3ccccc32)cc1 | -0.7 | -0.45
COCCNC(=S)N(CCc1c(C)[nH]c2ccc(F)cc12)Cc1ccc(C)cc1 | -0.7 | 0.51
CC1(C)CC(NC(=O)c2ccc(Cl)cc2)CC(C)(C)N1 | 0.1 | -1.4
COc1ccc(CC(NC(C)=O)C(=O)NC2CCN(C(=O)c3cnccn3)CC2)cc1 (stereo not given) | -0.5 | 0.55
Cc1ccc(S(=O)(=O)N(C)Cc2ccc(-c3nnco3)cc2)cc1 | -0.5 | -0.65
COc1ccccc1C(=O)N1CC(=O)Nc2ccc(F)cc2C1c1ccccc1 (stereo not given) | -0.4 | 0.6
O=C(CCNC(=O)c1ccc([N+](=O)[O-])cc1)NCCC1=CCCCC1 | -0.4 | -0.54
CCOc1ccc(-c2cnc3n2CCC3)cc1 | -1.6 | -2.2
O=C(Nc1ccccc1)c1c2c(nc3ccccc13)CCCC2 | -0.6 | 1.3
CCCNC(=O)C1CCC(CNS(=O)(=O)c2ccc3c(c2)N(C(C)=O)CCO3)CC1 (stereo not given) | 0.2 | 0.36
Cc1ccc(NC(=O)COC(=O)/C=C/c2cccc(Cl)c2)cc1S(=O)(=O)N1CCOCC1 | -1.6 | 0.47
COc1ccc(C(C)(C)C)cc1NC(=O)CN1C(=O)C(=O)N(Cc2ccco2)C1=O | -1.5 | .
O=C(c1cnn2c1NC(c1ccco1)CC2C(F)(F)F)N1CCN(c2cccc(Cl)c2)CC1 (stereo not given) | 0.0 | 0
Nc1ncncc1-c1ccc(Cl)cc1 | -1.6 | 0.18
Cc1ccc(-c2c[n+](Cc3cccc(Cl)c3)c3n2CCC3)cc1 | 4.5 | 0.24
CC1(C)c2ssc(=S)c2-c2ccccc2N1C(=O)CSC1=NCCS1 | -0.1 | 0

(more compounds)
Compound | STK33 inh | Kir21 inh
C[C@H]1C=CC(=O)O[C@H]1c1ccccc1 | -0.6 | 0.14
CC(Cc1ccco1)NC(=O)c1cccc(S(=O)(=O)N(C)C)c1 (stereo not given) | -1.7 | -1.9
c1ccc(Nc2ccccc2)cc1 | -0.2 | .
O=C(CN(C(=O)CNS(=O)(=O)c1ccc(F)cc1)C1CCCC1)NCc1ccco1 | 0.3 | 0.59
Cc1ccc(C(=O)OCC(=O)N2CCOCC2)cc1 | -0.6 | -0.31
Cc1ccc(OCC(=O)N(C)CC(=O)Nc2cccc(F)c2)cc1 | -0.6 | 1.2
COc1ccc(CCNC(=O)/C(=C/c2cccnc2)NC(=O)c2ccccc2)cc1 | 0.3 | 1.2
CCn1cc(C(=O)OCC(=O)Nc2cc(S(=O)(=O)N(C)C)ccc2C)c(=O)c2ccc(C)nc21 | -1.1 | 0.42
COCc1ccc(C(=O)Nc2ccc(C(=O)O)cc2)o1 | 1.7 | 0.41
COc1nc(-c2ccc(C)cc2)ccc1-c1noc(-c2ccco2)n1 | -2.1 | 0.97
O=C(Nc1cccc2ncccc12)C(c1ccccc1)c1ccccc1 | -0.2 | -1.2
O=C1CN(S(=O)(=O)c2cccc(C(=O)O)c2)c2ccccc2N1 | -1.1 | -0.54
CCC(=O)N1CCN(c2ccc(NC(=O)c3ccc(C#N)cc3F)cc2Cl)CC1 | -0.2 | 0.32
COc1ccc(NC(=O)CSCC(=O)N2CCN(C(=O)c3ccco3)CC2)cc1 | -0.4 | .
COc1ccc(-c2csc(N(CCCN3CCOCC3)C(=O)CCl)n2)cc1 | -1.8 | -0.12
Cc1c(C#N)c2ccccc2n1CC(=O)N1CCc2ccccc2C1 | 0.2 | -1.6
CCOC(=O)NC(=O)CSc1nnc(C)s1 | -1.7 | -2
